Screening data (PubChem)
Pol kappa inh = qHTS for Inhibitors of Polymerase Kappa | DNA polymerase kappa (Homo sapiens), Q9UBT6 | purified Pol kappa, fluorescent DNA synthesis assay, 10 min | Potency, µM (highest dose often 107 µM), for the others: at the top dose activity, negative = inhibition, most hits filed as inhibitors | 400,000 compounds, 0.53% hits | AID 588579, 2011; note: potency is the fitted concentration of half-maximal effect; % is set by controls: 0 for no effect and ±100 for the full control effect
Target sequence (Q9UBT6 whole entry, looked up): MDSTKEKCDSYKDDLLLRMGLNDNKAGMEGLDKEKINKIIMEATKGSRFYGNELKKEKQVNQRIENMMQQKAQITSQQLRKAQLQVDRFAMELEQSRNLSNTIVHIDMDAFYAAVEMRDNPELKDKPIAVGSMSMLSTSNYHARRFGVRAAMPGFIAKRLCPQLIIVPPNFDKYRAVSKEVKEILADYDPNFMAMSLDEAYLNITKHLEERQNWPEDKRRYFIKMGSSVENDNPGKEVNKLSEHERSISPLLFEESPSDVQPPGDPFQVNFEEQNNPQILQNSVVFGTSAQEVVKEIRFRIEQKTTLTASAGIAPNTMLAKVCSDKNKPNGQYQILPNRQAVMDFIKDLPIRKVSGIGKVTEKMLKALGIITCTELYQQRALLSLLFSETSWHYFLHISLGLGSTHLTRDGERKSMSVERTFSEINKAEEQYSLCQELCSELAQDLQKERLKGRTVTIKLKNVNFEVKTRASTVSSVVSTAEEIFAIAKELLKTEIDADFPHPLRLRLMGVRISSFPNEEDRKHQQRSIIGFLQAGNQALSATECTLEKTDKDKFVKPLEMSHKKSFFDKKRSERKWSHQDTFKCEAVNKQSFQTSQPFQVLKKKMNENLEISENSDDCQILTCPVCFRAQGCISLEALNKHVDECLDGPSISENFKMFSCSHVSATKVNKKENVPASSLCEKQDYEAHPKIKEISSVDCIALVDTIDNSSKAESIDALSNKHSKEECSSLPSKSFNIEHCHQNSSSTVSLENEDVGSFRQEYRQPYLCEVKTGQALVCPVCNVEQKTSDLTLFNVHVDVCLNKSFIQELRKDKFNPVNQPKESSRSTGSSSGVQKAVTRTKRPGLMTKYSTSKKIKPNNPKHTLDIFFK
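Here, compound and 10 nM enzyme are combined for 15 min at room temperature; adding 50 nM substrate (final) starts DNA synthesis, tracked by fluorescence at 0 and 10 min against buffer-only wells.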
RGS4 inhibitor = Inhibitors of Regulator of G Protein Signaling (RGS) 4: qHTS; Potency, µM (titrated, usually from 114 µM), for the others: at the highest dose activity change, negative = inhibition, most hits filed as inhibitors; Transcreener GDP fluorescence polarization, RGS4-accelerated GTP hydrolysis; 390,000 compounds, 0.039% hits; note: potency is the fitted concentration of half-maximal effect; % is set by controls: 0 for no effect and ±100 for the full control effect; nearly all actives have a fitted effect of over 75% in size; some results filed as inactive show a strong effect at the top dose
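MLSMR compounds (23 nl, pin-transferred) preincubated 10 min at room temperature with a 500nM (2x) first reagent, then RGS4 at 900nM (2x) plus Transcreener GDP mix added; fluorescence polarization (620/688 nm) read before and after 90 min at 30 °C.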
Pol eta inh = qHTS for Inhibitors of Polymerase Eta; DNA polymerase eta (Homo sapiens), Q9Y253; recombinant Pol eta, fluorescent DNA replication assay; Potency, µM (series often up to 114 µM), for inactives: at the top dose activity change, negative = inhibition, actives largely listed as inhibitors; 390,000 compounds, 1.2% hits; AID 588591, 2011; note: potency is the fitted concentration of half-maximal effect; % is set by controls: 0 for no effect and ±100 for the full control effect
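Fluorescent replication assay: 50 nM final substrate added after a 15 min room-temperature compound preincubation with 10 nM enzyme. Signal taken at 0 min and again at 10 min.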
Apoferritin bind = qHTS Assay for Identification of Novel General Anesthetics; Ferritin light chain (Equus caballus), P02791; apoferritin/1-aminoanthracene competitive binding, fluorescence; Potency, µM (highest dose often 77.5 µM), for inactives: at the top dose activity change, negative = displacement, most hits filed as inhibitors; 350,000 compounds, 0.074% hits; AID 485281, 2010; note: potency is the fitted concentration of half-maximal effect; % is set by controls: 0 for no effect and ±100 for the full control effect; nearly all actives have a fitted effect of over 20% in size
Target sequence (P02791 2-175 limits assumed): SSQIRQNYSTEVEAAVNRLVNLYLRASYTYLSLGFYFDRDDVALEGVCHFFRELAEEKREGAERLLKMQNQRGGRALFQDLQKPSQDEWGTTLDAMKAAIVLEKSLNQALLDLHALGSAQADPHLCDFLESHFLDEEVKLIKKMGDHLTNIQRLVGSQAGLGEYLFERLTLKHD
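In PBS, apoferritin at 10 uM is loaded with 1-AMA from a 50% saturated solution. After 10 min of compound exposure at ambient temperature, reduced 535 nm fluorescence indicates probe displacement.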
Pol beta inh = qHTS Assay for Inhibitors of DNA Polymerase Beta | P06746 | Pol beta primer extension/strand displacement, fluorescence kinetic | Potency, µM (top dose mostly 114 µM), without a hit: at the highest dose activity change, negative = inhibition, actives largely listed as inhibitors | 340,000 compounds, 1.3% hits; note: potency is the fitted concentration of half-maximal effect; % is set by controls: 0 for no effect and ±100 for the full control effect
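10 nM enzyme + cpd, 15 min RT; start with substrate 50 nM final; read 0 min and after 10 min RT. Corrected, normalized data; 4-parameter Hill curve fit.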
ALOX12 inh = Primary qHTS assay for inhibitors of human arachidonate 12S-lipoxygenase (ALOX12): Round 2; Polyunsaturated fatty acid lipoxygenase ALOX12 (Homo sapiens), P18054; 580,000 compounds, 1.1% hits; purified 12hLO, xylenol orange hydroperoxide absorbance; Potency, µM (series often up to 108 µM), for the others: at the highest dose activity change, negative = inhibition, hits mostly inhibitors; AID 1671190, 2021; note: potency is the fitted concentration of half-maximal effect; % is set by controls: 0 for no effect and ±100 for the full control effect
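Purified human 12hLO (150 nM final) in 25 mM Hepes, 0.01% Triton X-100, pH 7.0 was preincubated 15 min at room temperature with compound. Then 40 uM arachidonic acid was added, 30 min. Hydroperoxide was read by Fe-XO absorbance ratio 573/405 nm.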
APE1 inh = qHTS Assay for Inhibitors of the Human Apurinic/apyrimidinic Endonuclease 1 (APE1) | DNA repair nuclease/redox regulator APEX1 (Homo sapiens), P27695 | recombinant APE1, TAMRA/BHQ-2 abasic DNA cleavage fluorescence | Potency, µM (titrated, usually from 65.8 µM), inactives show at the top dose activity change, negative = inhibition, most hits filed as inhibitors | 350,000 compounds, 0.35% hits | AID 2517, 2012;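 note: potency is the fitted concentration of half-maximal effect; plate controls were vehicle for no effect and reference inhibitor for full effect; nearly all actives have a fitted effect of over 55% in size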
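Compound pre-exposure to 0.75 nM APE1, 15 min at ambient temperature. Reaction initiated with 50 nM TAMRA/BHQ-2 THF substrate, read immediately in kinetic mode, 525 nm excitation, 598 nm emission.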
ERG Ets-DNA blk = qHTS for Small Molecule Inhibitors of the ERG Ets/DNA interaction. fluorescence polarization, His-ERG Ets domain / labelled DNA. AID 624246, 2012. Potency, µM (doses to about 76.9 µM), without a hit: top-dose FP activity, negative = inhibition, actives largely listed as inhibitors. 370,000 compounds, 0.028% hits; active = well fitted inhibition curve with a large enough effect in the polarisation, with a control signal flat; inconclusive = small, poorly fitted or top-dose-only effect, or effect the other way, or a change in a side signal; inactive = no such curve, though single readings can be large or run the other way; the % refers to the polarisation;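 note: polarization taken with two DNA probes labelled with fluorescein and Texas red; potency is the fitted concentration of half-maximal effect; % of control where 0% means no effect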
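His-tagged ERG Ets domain (1 uM in the protein solution; 300mM KCl, 50mM Tris-HCl, 1mM EDTA, 1mM DTT, pH 7.5) received compound, then a probe mix of 5 nM fluorescein-DNA and 100nM Texas-615-DNA. Fluorescence polarization was read for both dyes.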
LDHA block = qHTS assay for inhibitors of human lactate dehydrogenase; L-lactate dehydrogenase A chain (Homo sapiens), P00338; purified LDHA, NADH/diaphorase-resazurin fluorescence; hits give low values; activity change, % (values are at about 110 or 230 µM); 480,000 compounds, 0.15% hits; in the data active = activity change below about -30%; inconclusive = mostly about -25% to -30%;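 note: plate controls were DMSO wells for no effect and wells without enzyme for full effect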
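Human LDH5 (2 nM) was incubated with 0.06 mM NADH and 0.2 mM pyruvate for 5 min at room temperature in Tris pH 7.4. Remaining NADH was coupled through diaphorase/resazurin, and resorufin fluorescence was read at 0 and 20 min.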
* hit, by the source's call; ? = inconclusive; · = no result given; & = joins results of further samples; [ ] = another dose, or the depositor's remark. Unless noted, calls come from the whole dose curve; as a rule, active = well fitted curve in the direction sought with a large enough effect; inconclusive = small, poorly fitted or top-dose-only effect, or another doubt; inactive = no such curve, though single readings can be large; an effect the other way counts as inactive or inconclusive. A portion of the library (hit frequency here may not be typical).

Sequence of screens – Pol kappa inh	RGS4 inhibitor	Pol eta inh	Apoferritin bind	Pol beta inh	ALOX12 inh	APE1 inh	ERG Ets-DNA blk	LDHA block
> O=S(=O)(/N=S1/CC=CCN1S(=O)(=O)c1ccccc1)c1ccccc1 (stereo not given)
 : -15.7%	?	-4.5%	-6.7%	10.5%	·	-10.8%	-1.5%	-10.6
> O=C(NCCc1ccccn1)c1cccc(S(=O)(=O)N2CCc3ccccc32)c1
 : 0.0%	-17.3%	-10.2%	-4.7%	-1.1%	-2.4%	0.7%	8.3%	-1.4
> Cc1cccnc1NC(=O)Cn1nc(C)c([N+](=O)[O-])c1C
 : -1.2%	-27.9%	-16.9%	6.3%	6.9%	-14.4%	-0.1%	-16.8%	-3.9
> COc1ccccc1-n1c(-c2ccco2)n[nH]c1=S
 : 5.5%	0.2%	-0.7%	-2.1%	32.9%	-29.3%	4.9%	-18.1%	-4.6
> O=C(NC(=S)Nc1ccc(Br)cc1)C1CCCCC1
 : 3.2%	-1.0%	3.5%	-5.6%	0.3%	-11.6%	-3.3%	3.4%	0.6
> CCc1cc2cc(C(=O)N3CCN(c4ccccc4)CC3)sc2s1
 : -13.3%	-22.5%	-12.5%	-0.4%	0.6%	6.3%	-3.2%	0.8%	-2.3
> CCc1ccc(S(=O)(=O)NCc2csc(C)n2)s1
 : -6.7%[60.1 µM]	0.5%	1.6%	-9.3%	27.4%	2.0%[57.4 µM]	?	·	-0.7
> Cc1cc(C(=O)CSc2nnc(-c3ccc(Cl)cc3)n2C)c(C)n1CC1CCCO1 (stereo not given)
 : 0.7%	-34.0%	-4.5%	-17.2%	?	-1.5%	-3.7%	3.0%	3.6
> O=C(C1CCCN(S(=O)(=O)c2ccc(Br)s2)C1)N1CCN(c2ccccc2F)CC1 (stereo not given)
 : -16.4%	-16.7%	-25.2%	-0.6%	-1.4%	-24.6%	·	1.4%	-6.0
> Cn1c(=O)n(C)c2cc(NS(=O)(=O)c3ccccc3)c(NCc3ccccc3)cc21
 : 0.0%	-37.9%	-9.7%	-1.2%	-1.4%	7.5%	·	0.4%	20.9
> CSc1nc(-c2ccccc2)nc(NC(=O)C(C)C)c1C(C)=O
 : -6.2%	42.2%[56.9 µM]	-6.9%	-3.3%	-10.6%	-16.0%	-0.2%	4.8%	-8.8
> COCCN(CC(=O)Nc1ccccc1C(F)(F)F)C(=O)/C=C/c1cc(Cl)c2c(c1)OCCO2
 : -10.6%	-18.0%	-22.5%	·	·	0.0%	·	17.5%	-4.5
> CCCCn1c(N)c(N(CC(C)C)C(=O)c2cc(Cl)nc3ccccc23)c(=O)[nH]c1=O
 : 5.1%	13.8%	-6.3%	·	·	-16.0%	15.0%	-17.6%	-3.3
> COC(=O)c1ccc(/C=N/NC(=O)C(=O)NCc2ccccc2)cc1
 : 2.2%	2.9%	-21.9%	2.4%	6.0%	?	1.5%	-2.7%	-1.8
> CCOc1ccc(-c2nnc(SCC(=O)c3ccc(Br)cc3)n2-c2ccccc2)cc1
 : -22.3%	-21.1%	-6.4%	-7.0%	-14.9%	2.5%	·	-2.0%	-2.5
> CCOc1ccc(-n2c(SCC(=O)O)nc3sc4c(c3c2=O)CCCC4)cc1
 : -15.6%	-16.1%	3.4%	-4.9%	93.1%	8.5%	1.1%	-3.7%	-2.3
> Cc1ccc(S(=O)(=O)Nc2ccc3c(c2)CCCN3C(=O)c2cccs2)cc1C
 : -9.8%[60.1 µM]	10.0%	-15.4%	-9.4%	-14.0%	-4.3%	·	-7.8%	1.4
> CC(C)N(C(=O)[C@H]1C[C@H](CC(=O)NCc2cccc(C(F)(F)F)c2)C(=O)N2CCc3c([nH]c4cc(-c5ccco5)ccc34)[C@]12C)C(C)C
 : 3.2%	-29.1%	-14.5%	·	·	-41.9%	-15.5%	1.5%	3.6
> CCOC(=O)N1CCc2c(sc3c2C(=O)NC(c2ccc(N(C)C)cc2)N3)C1 (stereo not given)
 : -16.5%	-32.7%	-2.8%	1.5%	?	-21.2%	·	1.3%	13.4
> CCc1cc(=O)oc2c(CN3CCN(C)CC3)c(O)c(Cl)cc12
 : -15.7%	9.5%	-4.7%	·	3.1%	-17.8%	-1.9%	-0.3%	13.4
> Cc1ccc(/C=N\NC(=O)Cn2nnc3ccccc32)o1
 : 0.5%	-48.1%	-3.6%	-15.1%	3.0%	2.8%	-2.1%	6.7%	6.6
> O=C(Nc1cccc(OCC(=O)N2CCOCC2)c1)C1CCCCC1
 : 0.0%	25.4%	-2.2%	-1.2%	-0.7%	-8.7%	1.4%	0.5%	-6.7
> CCCN1CCC(NC(=S)Nc2ccc(C(=O)OCC)cc2)CC1
 : 2.2%	-2.5%	-20.6%	-3.0%	0.4%[57.1 µM]	-19.7%	18.5%	-1.3%	-12.5
> CN(c1cccc(Cl)c1)S(=O)(=O)c1cccc(C(=O)Nc2ccc3c(c2)CCC3)c1
 : -9.1%	-16.8%	-18.9%	4.6%	-15.4%	0.2%	6.0%	9.8%	-1.3
> O=C(NCCc1ccc(Cl)cc1)C1CC(=O)N(CCc2ccccc2)C1 (stereo not given)
 : -12.7%	-12.6%	-6.7%	-5.3%	-9.6%	0.9%	16.4%	12.4%	-3.0
> COc1ccc(-c2cn[nH]c2-c2ccc(OCc3ccccc3)cc2O)cc1
 : -15.0%	22.3%	-7.1%	?	-2.1%	?	-11.4%	2.2%	-5.4
> CCOc1ccc(-c2c(C(=O)N/N=C/c3ccco3)nnn2-c2nonc2N)cc1
 : 5.9%	21.4%	-14.5%	-18.9%	8.3%	29.8%	85.9%[activator]	3.1%	-0.1
> CC(=O)Nc1ccc2nc(NC(=O)c3cccnc3)sc2c1
 : -12.7%	0.7%	8.2%	-6.9%	5.0%	0.9%	1.7%	3.7%	-2.7
> CC(C)C(=O)Nc1ccc(NC(=O)c2ccco2)cn1
 : -22.0%	-16.5%	-19.3%	-3.7%	17.6%	-23.4%	-5.5%	-7.1%	2.8
> CC1CCCC(NC(=O)COC(=O)c2ccc([N+](=O)[O-])s2)C1C (stereo not given)
 : -18.7%	-7.8%	?	·	·	15.6%	?	6.0%	0.0

Random excerpt: two records from the list, in no set order.
Sequence of screens – Pol kappa inh	RGS4 inhibitor	Pol eta inh	Apoferritin bind	Pol beta inh	ALOX12 inh	APE1 inh	ERG Ets-DNA blk	LDHA block
> CCOc1ccc(-c2c(C(=O)N/N=C/c3ccco3)nnn2-c2nonc2N)cc1
 : 5.9%	21.4%	-14.5%	-18.9%	8.3%	29.8%	85.9%[activator]	3.1%	-0.1
> CC1CCCC(NC(=O)COC(=O)c2ccc([N+](=O)[O-])s2)C1C (stereo not given)
 : -18.7%	-7.8%	?	·	·	15.6%	?	6.0%	0.0

Next records.
Sequence of screens – Pol kappa inh	RGS4 inhibitor	Pol eta inh	Apoferritin bind	Pol beta inh	ALOX12 inh	APE1 inh	ERG Ets-DNA blk	LDHA block
> COC(=O)[C@@H]1CC[C@@](C)(c2ccc(OC)cc2)C1(C)C
 : 12.3%	4.7%	-17.3%	·	·	9.5%	42.6%[activator]	-11.5%	4.3
> COc1cc(C(=O)Nc2ccc(S(=O)(=O)Nc3cnc4ccccc4n3)cc2)cc(OC)c1OC
 : 13.5%	-10.5%	-3.5%	-5.9%	20.3%	0.2%&-29.6%	10.7%	6.7%	-5.3&0.9
> Cc1ccc(C(=O)N2CCN(c3ccccc3)CC2)cc1S(=O)(=O)N1CCCC1
 : -8.2%	6.3%	3.5%	-20.2%	22.6%	4.4%	8.5%	-1.1%	-5.6
> CC(C)N1CCC(N2CCN(C3CCCCC3)CC2CCO)CC1 (stereo not given)
 : -20.9%	11.5%	1.2%	-6.1%	3.8%	?	11.5%	7.3%	-5.6
> O=C(COC(=O)c1ccccc1O)Nc1cccc(S(=O)(=O)NC2=NCCCCC2)c1
 : -11.3%	12.3%	0.9%	-3.7%	-0.7%	-0.1%	-3.0%	-3.9%	-3.1
> Nc1nnc(SC2CC(=O)N(c3ccccc3)C2=O)s1 (stereo not given)
 : -23.6%	?	9.6%	-19.7%	2.1%	-21.9%	6.8%	-3.2%	-3.6
> CCOC(=O)C1CCCN(C(=O)C(=O)c2cn(CC(=O)N3CCOCC3)c3ccccc23)C1 (stereo not given)
 : -2.7%	-12.0%	-13.8%	-6.1%	27.3%	5.0%	31.0%	0.8%	2.8
> CC(C)[C@H](NC(=O)c1ccccc1)C(=O)OCC(=O)Nc1ccc(S(=O)(=O)N2CCOCC2)cc1
 : -5.8%	14.9%	-0.9%	·	·	-2.2%	7.0%	5.1%	-5.7
> CC(C)C[C@H](NC(=O)c1nc[nH]c1C(=O)NCc1ccc(CNC(=O)OC(C)(C)C)cc1)C(=O)OC(C)(C)C
 : -4.8%	9.7%	-22.5%	?	0.3%	-9.0%	-19.3%	-0.2%	-0.1
